Compound activity: PubChem, NCI
All columns: NCI-60 one-dose screen, growth in % after 48 h at 10 µM unless noted; 100 = growth as untreated, 0 = no growth, -100 = all killed.
HOP-92: HOP-92 NSCLC cells; 71,000 compounds, 6.3% hits
SK-MEL-2: SK-MEL-2 melanoma. 77,000 compounds, 4.7% hits
HOP-62: HOP-62 NSCLC | 80,000 compounds, 3.9% hits | AID 1794735
SK-MEL-28: SK-MEL-28 melanoma; 81,000 compounds, 4.1% hits
EKVX: EKVX NSCLC; 71,000 compounds, 3% hits
M14: M14 melanoma. 80,000 compounds, 6.2% hits
A549/ATCC: A549/ATCC NSCLC | 81,000 compounds, 3.7% hits
SK-MEL-5: SK-MEL-5 melanoma; 80,000 compounds, 6.4% hits; AID 1794755
* = called active by the depositor; . = not tested or not shown; & = joins results of further samples. How the source made its calls: active means growth percent below 10; inactive means the rest.

no.	compound	HOP-92	SK-MEL-2	HOP-62	SK-MEL-28	EKVX	M14	A549/ATCC	SK-MEL-5
1	CCC(C)C(=O)O[C@H]1C[C@H](O)C=C2C=C[C@H](C)[C@H](CC[C@@H](O)C[C@@H](O)CC(=O)O)C21 (stereo partly specified)	76	102	101	109	106	97	104	110
2	COc1cc(C2C3=C(COC3=O)N(CCO)c3cc4c(cc32)OCCO4)cc(OC)c1OC (stereo unspecified)	27	58	15	43	46	-29*	12	-31*
3	N#CCCOC(=O)c1ccccc1	103	111	108	113	114	119	101	108
4	CC(=O)CC(=O)NCCCN1CCCCCC1	87	96	100	109	.	94	100	102
5	O=C(Nc1cccc(-n2cc(-c3ccncc3)c(-c3ccc(O)c(Cl)c3)n2)c1)c1cccc(C(F)(F)F)c1	.	.	47	44	.	28	16	35
6	CCc1c(C)c2ccc(O)c(NC(=O)Nc3ccccc3)c2oc1=O	86	107	119	114	93	108	98	101
7	Cn1c(=O)c2c(nc(NC3=NS(=O)(=O)c4ccccc43)n2Cc2ccccc2)n(C)c1=O	94	100	93	107	91	106	102	99
8	Cc1ccc(/C=N/NC(=O)CSc2nc3ccccc3c(=O)n2Cc2ccc(S(N)(=O)=O)cc2)cc1	109	94	86	93	91	98	86	74
9	COc1ccc2nc3cc(Cl)ccc3c(Nc3ccc(O)cc3)c2c1	79	110	69	107	94	95	47	89
10	COc1cc(C2C=C(C)N=C3SC=C(C)N32)cc(OC)c1OC (stereo unspecified)	-32*	-40*	-62*	-75*	.	-53*	-19*	-97*
11	O=C(Nc1cccc(NOCc2ccccc2)c1)c1ccc2c(c1)ncn2-c1ccccc1	100	103	75	112	95	56	66	82
12	COc1ccc(CNn2c(COc3ccccc3)nc3ccccc3c2=O)cc1OC	111	103	98	105	103	105	108	88
13	CCOC(=O)c1cc(C(=O)c2ccc(OC)cc2)n2ccc(/C=C/c3cc[n+](CC(=O)c4ccc(OC)cc4)cc3)cc12	50	100	81	103	88	75	52	88
14	CNC(=O)c1ccc(S(=O)(=O)Nc2ccc(NC(=O)CCCC(=O)NOCc3ccccc3)cc2)cc1	92	97	104	102	112	101	90	101
15	COc1ccc2c(c1)C(Sc1ccc(Cl)cc1)c1c(nc(N)c(C#N)c1N)O2 (stereo unspecified)	77	80	62	100	44	66	54	37
16	Cc1ccc(Nc2ncnc3sc4c(c23)CCN(Cc2ccccc2)C4)cc1	74	102	80	108	72	97	99	90
17	COc1ccc(-n2cnc3c(sc4ncc(Cl)cc43)c2=O)cc1	43	120	97	102	.	105	67	99
18	CS(=O)(=O)OC(C(O)CO)C(OS(C)(=O)=O)C(O)CO (stereo unspecified)	63	100	98	99	.	94	101	103
19	O=C(O)/C=C\C(=O)Nc1ccc2c(c1)C(Br)c1ccccc1-2 (stereo unspecified)	93	97	81	105	85	93	98	94
20	CCOC(=O)C1CC(CCl)OC1=O (stereo unspecified)	98	108	98	109	115	104	106	101
21	COc1ccc2c(c1)C(=O)C1NC(=O)NC(=O)C1(Br)N2 (stereo unspecified)	.	117	113	109	115	102	95	104
22	COc1ccc(/C(=C\c2ccc3c(c2)OCO3)C(=O)Nc2nc3ccc(Cl)cc3s2)cc1	105	95	104	107	102	105	97	100
23	NC(N)=NCCN1CCCCCCC1	93&116	94&108	104&115	122&101	108&87	112&104	105	117&110
24	Cc1ccc(C(Cc2ccccc2)NC(CO)(CO)CO)cc1 (stereo unspecified)	87	101	83	106	95	94	95	109
25	O=C(O)CCN1C(=O)/C(=C/c2ccc(-c3cccc([N+](=O)[O-])c3)o2)SC1=S	97	97	96	101	101	96	99	94
26	Nc1nc2c(c(=O)[nH]1)C(c1ccc(Cl)cc1)C=C(C(=O)O)N2 (stereo unspecified)	135	122	115	100	.	106	112	105
27	COC(=O)CCSC1=C(C)C(=O)c2ccccc2C1=O	89	107	107	106	74	107	106	84
28	Oc1ccccc1C=Nc1ccc(N2CCN(c3ccccc3)CC2)cc1	100	102	75	109	113	96	92	97
29	O=C1CSC(=Nc2ccc(Cl)cc2Cl)N1	97	113	97	100	100	102	103	99
30	O=C(Cc1ccccc1)Nc1nnc(OC2CCN(c3nnc(NC(=O)Cc4ccccc4)s3)CC2)s1	74	77	44	87	84	65	28	45
31	C(=N\Nc1ncc(-c2cc3cc4c(cc3o2)OCO4)s1)/c1c2ccccc2cc2ccccc12	93	103	85	108	71	89	87	92
32	CCOC(=O)c1ccc(N/C=C/C(=O)c2ccccc2)cc1	124	.	111	97	103	97	101	99
33	CCN(CC)CCCC(C)Nc1nncc2cc(Cl)ccc12 (stereo unspecified)	127	122	106	120	114	108	114	112
34	NC(=O)c1ccc[n+]([O-])c1	84	90	96	114	105	97	85	98
35	O=C1NC(=O)C2(CCCc3ccccc32)N1 (stereo unspecified)	99&107	98&100	92&116	119&119	104&119	102&104	83&101	101&106
36	Cc1ccc(NC(=O)Nc2c(Cl)cccc2Cl)cn1	.	91	107	130	59	96	57	87
37	COc1ccc(N2CCN(C(=O)Nc3ccc(S(N)(=O)=O)cc3)CC2)cc1	.	111	95	108	.	106	108	102
38	CCCCCCCCCCCCCCCCCCOc1ccccc1CC(=O)OCC[N+]1(C)CCCC1	33	66	54	50	54	21	23	1.2*
39	COC1=CC(O)C23OCC(=O)N2c2cccc4c2C(O)(CCC4)C3C1O (stereo unspecified)	86	98	100	111	90	103	101	99
40	O=Cc1cccc(C(=O)O)c1O	77	98	.	107	102	98	99	106

41. O=C(NCCCn1ccnc1)OCc1nc2nc(Cl)nc(N3CCOCC3)c2[nH]1
42. N#Cc1c(-c2ccc(F)cc2)nc(SCc2nc3ccccc3[nH]2)nc1N1CCNCC1
43. COc1ccc(C2NCCCC2c2ccccc2)cc1 (stereo unspecified)
44. CC1CC(O)C2C3(C)CCCC2(COC3=O)C12CCC1(CCOC1=O)O2 (stereo unspecified)
45. COc1ccc2nc(Cl)c(/C=C/C(=O)c3ccc(NC(=O)CSc4nnc(-c5ccc(Br)cc5)n4-c4ccccc4)cc3)cc2c1
46. CCCCNC(=O)/C(=C\c1ccc(OC)c(OC)c1)NC(=O)c1ccccc1
assay / entry	41	42	43	44	45	46
HOP-92	91	99	.	82	70	103
SK-MEL-2	112	104	105	117	83	115
HOP-62	91	92	96	111	93	92
SK-MEL-28	102	92	107	111	104	103
EKVX	100	91	105	.	86	94
M14	97	109	92	97	85	97
A549/ATCC	97	99	99	110	75	104
SK-MEL-5	104	99	105	111	89	105

47. CN(C)CCC(O)(Cc1ccccc1)c1ccccc1 (stereo unspecified)
48. CCO/C=N/C1=C(C#N)C(c2ccc(O)cc2)c2sc3c(F)cccc3c2O1 (stereo unspecified)
49. COc1ccc2c(c1)/C(=C/c1sc(=S)n(Cc3ccco3)c1O)C=N2
50. COc1cc(OC)c(S(=O)(=O)NNC(=O)c2ccncc2)cc1C1=NN(C=O)C(c2ccc(Cl)cc2)C1 (stereo unspecified)
51. COc1ccc(CCN2C(=O)/C(=C/c3ccc(C4Oc5ccccc5C5CC(c6ccc(OC)cc6)=NN54)cc3)SC2=S)cc1 (stereo unspecified)
52. Cc1cc(=O)[nH]c(N/N=C2/CCCCC2C)n1 (stereo unspecified)
assay / entry	47	48	49	50	51	52
HOP-92	106	95	77	100	104	99
SK-MEL-2	100	121	27	118	100	107
HOP-62	111	104	40	89	100	112
SK-MEL-28	112	116	47	120	101	110
EKVX	100	102	60	103	89	126
M14	.	101	12	101	113	106
A549/ATCC	106	103	58	100	99	103
SK-MEL-5	108	102	52	102	96	110

53. Cc1cc2[nH]c(=S)[nH]c2cc1C
54. COc1ccccc1Nc1n[nH]c(=S)s1
55. O=C(CC(c1ccccc1)c1ccccc1)CC(c1ccccc1)c1ccccc1
56. CC1(c2ccncc2)Nc2ccccc2-c2ccnn21 (stereo unspecified)
57. O=C1c2ccccc2C23C(=C(c4ccncc4)c4cc(C(F)(F)F)ccc42)CCCN13 (stereo unspecified)
58. CCc1cccc2c1NC(=O)C2=O
assay / entry	53	54	55	56	57	58
HOP-92	125	105	105	71	95	102
SK-MEL-2	91	99	111	100	130	132&91
HOP-62	97	111	107	80	102	92&95
SK-MEL-28	114	107	110	104	95	116&116
EKVX	66	.	79	.	94	108&94
M14	96	104	100	94	99	100&95
A549/ATCC	100	95	85	102	96	99&105
SK-MEL-5	88	100	100	97	99	99&103

59. CCCCCCCCOC(=O)c1ccccc1O
60. C=C(C)COC(=O)c1ccccc1
61. CC(=O)Nc1ccc(N)c2cc(S(=O)(=O)O)c(S(=O)(=O)O)cc12
62. Cn1c([N+](=O)[O-])cnc1/C=C1\Oc2ccc(Cl)cc2C1=O
63. CC(=O)c1ccc(Nc2nc(SCCC(C)C)nc(-c3ccccc3)c2C#N)cc1
64. CC(C)(C)n1cc(-c2ccnc(NCCCNS(=O)(=O)c3ccc(O)cc3)c2)c(-c2cccc(O)c2)n1
assay / entry	59	60	61	62	63	64
HOP-92	91	89	79	.	100	79
SK-MEL-2	100	120	119	-42*	105	82
HOP-62	101	96	96	-17*	110	98
SK-MEL-28	102	104	100	-22*	108	70
EKVX	92	99	105	.	102	82
M14	110	102	.	-33*	118	66
A549/ATCC	94	93	105	-41*	107	100
SK-MEL-5	103	100	101	-93*	99	50

In the list so far, three have bromine.
19. O=C(O)/C=C\C(=O)Nc1ccc2c(c1)C(Br)c1ccccc1-2 (stereo unspecified)
21. COc1ccc2c(c1)C(=O)C1NC(=O)NC(=O)C1(Br)N2 (stereo unspecified)
45. COc1ccc2nc(Cl)c(/C=C/C(=O)c3ccc(NC(=O)CSc4nnc(-c5ccc(Br)cc5)n4-c4ccccc4)cc3)cc2c1
assay / entry	19	21	45
HOP-92	93	.	70
SK-MEL-2	97	117	83
HOP-62	81	113	93
SK-MEL-28	105	109	104
EKVX	85	115	86
M14	93	102	85
A549/ATCC	98	95	75
SK-MEL-5	94	104	89

Additional results.
65. O=C1CC(Cl)C(=O)N1c1ccccc1 (stereo unspecified)
66. COc1cc2cc3c(=O)n4c(cc5cc(OC)ncc54)c(=O)n3c2cn1
67. CCOC(=O)C1=C(Cn2cc(CO)nn2)N(C)C(=O)NC1c1ccccc1 (stereo unspecified)
68. CC(C)[C@@H]1NC(=O)Nc2nc3ccccn3c2C1=O
69. CCCCOC(=O)C(N)Cc1c[nH]c2ccccc12 (stereo unspecified)
70. CCOC(=O)c1[nH]c(C)c(C(C)=O)c1C
assay / entry	65	66	67	68	69	70
HOP-92	78	114	104	106	81	51
SK-MEL-2	104&127	98	112	86	95	122
HOP-62	101&104	95	98	82	82	90
SK-MEL-28	101&108	106	103	104	105	97
EKVX	106&102	.	96	.	104	100
M14	101&97	105	93	102	94	.
A549/ATCC	97&95	102	101	105	92	105
SK-MEL-5	99&107	109	105	103	97	93

An excerpt from above in order of SMILES length, largest number first.
67. CCOC(=O)C1=C(Cn2cc(CO)nn2)N(C)C(=O)NC1c1ccccc1 (stereo unspecified)
70. CCOC(=O)c1[nH]c(C)c(C(C)=O)c1C
65. O=C1CC(Cl)C(=O)N1c1ccccc1 (stereo unspecified)
assay / entry	67	70	65
HOP-92	104	51	78
SK-MEL-2	112	122	104&127
HOP-62	98	90	101&104
SK-MEL-28	103	97	101&108
EKVX	96	100	106&102
M14	93	.	101&97
A549/ATCC	101	105	97&95
SK-MEL-5	105	93	99&107

The list goes on:
71. N#Cc1cnn(-c2cc(=O)[nH]c3ccc(Br)cc23)c1N
72. COc1ccc(-c2cccc3c(=O)nc(N4CCOCC4)oc23)cc1
73. Cn1c(=O)c2c(nc(NC3=NS(=O)(=O)c4ccccc43)n2CC(=O)N2CCc3ccccc32)n(C)c1=O
74. CCOC(=O)C1CCCCC1
75. C[C@]12CC[C@@H]3c4cc([N+](=O)[O-])c(O)cc4CC[C@H]3[C@@H]1CC[C@@H]2NS(=O)(=O)c1cccc(C(F)(F)F)c1
76. C=CCNc1ccccc1C
assay / entry	71	72	73	74	75	76
HOP-92	93	65	109	105	.	94
SK-MEL-2	104	110	106	91	.	94
HOP-62	101	94	94	96	.	78
SK-MEL-28	116	98	105	105	89	131
EKVX	89	89	102	96	.	104
M14	87	100	89	94	95	93
A549/ATCC	97	94	99	.	72	93
SK-MEL-5	93	91	101	97	91	93

77. O=C(NCCNc1nccc(Nc2ccc(S(=O)(=O)Nc3ccccn3)cc2)n1)c1cccs1
78. O=C1CCC2(CCC(=O)O2)O1
79. O=C(Nc1[nH]c(=O)ncc1F)c1ccc([N+](=O)[O-])cc1
80. CC(C)(CC(=O)O)Cc1ccccc1
81. O=c1nc(NCc2cccc(Cl)c2)sc2ccccc12
82. CC(C)C(=O)OCCCc1ccccc1
assay / entry	77	78	79	80	81	82
HOP-92	102	.	.	95	86	86
SK-MEL-2	95	101	123	106	95	114
HOP-62	95	88	99	97	97	116
SK-MEL-28	108	101	108	109	111	123
EKVX	.	.	.	115	87	106
M14	98	110	107	97	102	115
A549/ATCC	87	109	103	101	87	108
SK-MEL-5	100	106	102	113	96	107

83. CC(=O)OCC(=O)[C@@]1(O)CC[C@H]2[C@@H]3CC[C@@H]4C[C@H](O)CC[C@]4(C)[C@H]3C(=O)C[C@@]21C
84. O=C(O)CCC(=O)c1ccc(F)cc1
85. CCCCCCCCCCCCOC1CCN(Cc2ccc(OC)c(OC)c2)c2ccc(OC)cc21 (stereo unspecified)
86. COc1ccc(-c2ccc(NC(=O)Nc3cccc(Cl)c3)c(C)n2)cc1OC
87. COc1cc2cc3c(=O)n4c(cc5ccccc54)c(=O)n3c2cn1
88. Oc1cccc(-c2nc(-c3nn(CN4CCCCC4)c(=S)o3)cc3c2[nH]c2ccccc23)c1
89. COc1cc2nc(SCCC(=O)Nc3cc(OC)c(OC)c(OC)c3)n(-c3ccccc3)c(=O)c2cc1OC
90. CN(C)c1ccc2cc(-c3ccccc3F)c(N)nc2c1
91. COc1cccc(Cc2cc(-c3ccccc3)nn(C/C(=N\O)c3ccccc3)c2=O)c1
assay / entry	83	84	85	86	87	88	89	90	91
HOP-92	93	104	.	60	123	93	.	32	25
SK-MEL-2	101	97	95	85	94	123	104	.	86
HOP-62	105	90	105	78	97	92	103	37	101
SK-MEL-28	121	101	116	80	115	93	109	58	98
EKVX	98	101	94	84	.	106	.	31	38
M14	110	102	102	51	104	104	112	10	71
A549/ATCC	101	93	103	62	99	87	87	22	56
SK-MEL-5	97	98	103	69	100	96	98	-19*	78
